KCNK9 inh = blocks the human KCNK9 two-pore domain potassium channel. 310,000 tested, 1.2% active. HEK293 KCNK9, FluxOR thallium flux fluorescence; stronger effect = lower value. Q9NPC2. AID 488922. B-score at 10 µM;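 active = ratio B-score over 3 SD below the library mean, with starting fluorescence within 5 SD of its mean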;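 also: negative B-score means less thallium flux so channel inhibition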
Target sequence (Q9NPC2 whole entry, looked up, the tested form may be a part): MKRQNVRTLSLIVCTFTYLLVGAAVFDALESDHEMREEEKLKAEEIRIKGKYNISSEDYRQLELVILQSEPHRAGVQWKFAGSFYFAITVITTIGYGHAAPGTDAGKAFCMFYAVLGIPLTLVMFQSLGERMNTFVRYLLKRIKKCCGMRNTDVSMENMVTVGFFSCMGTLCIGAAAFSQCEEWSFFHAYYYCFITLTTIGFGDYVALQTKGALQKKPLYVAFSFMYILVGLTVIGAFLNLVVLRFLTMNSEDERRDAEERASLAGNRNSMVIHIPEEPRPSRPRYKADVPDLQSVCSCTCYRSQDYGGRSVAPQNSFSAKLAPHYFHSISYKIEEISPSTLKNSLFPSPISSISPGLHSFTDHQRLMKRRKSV
SKKanGAS inh = blocks kanamycin growth of S. pyogenes SKKanGAS strain; BacTiter-Glo, 6 h; inhibition, % at 7.5 µM; 300,000 tested, 1.3% active; AID 1662;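 active = mean replicate score, as percent of positive control median, at least 50; inconclusive = mean below 50 but one replicate at or above 50; inactive = mean and every replicate below 50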;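 also: strain carries kanamycin resistance gene driven by streptokinase promoter and grows in 40 µg/ml kanamycin; loss of luminescence reflects streptokinase promoter inhibition or plain growth inhibition; 0% = median of DMSO wells and 100% = positive control at its reference dose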
HDAC3 inhib = blocks human histone deacetylase 3 | O15379 | recombinant HDAC3, fluorogenic peptide/trypsin coupled, fluorescence | inhibition, % at 8.3 µM | 320,000 tested, 0.15% active | AID 2718; in the data active = inhibition above about 26%, passing the limit was not always enough; inconclusive = no clear call, values can overlap the other calls
RGS4 act = RGS4 potentiation or activation. HEK293 M3R/inducible RGS4, carbachol calcium flux Fluo4; stronger effect = lower value. B-score at 10 µM. 310,000 tested, 0.92% active. AID 463111;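 active = B-score of the integrated calcium signal more than 4 SD below the library mean, with starting fluorescence not abnormally high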;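 also: negative B-score means reduced calcium response which marks RGS4 activation or potentiation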
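Assay system: HEK293 FlpIn-TREx cells, stable M3R, doxycycline-inducible RGS4 / Probe or stimulus: carbachol, ECmax concentration / Times: overnight RGS4 induction, 30 min dye load 37 °C, 20 min compound RT / Signal: kinetic calcium fluorescence imaging with Fluo4-AM dye, 2 µM / Measure: Agonist-evoked peak-minus-minimum fluorescence over baseline, integrated ratio, B score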
TMEM16A act = mouse TMEM16A channel activation, primary screen | Q8BHY3 | HEK293 TMEM16A/YFP-H148Q/I152L, iodide quench fluorescence; stronger effect = lower value | B-score at 10 µM | 340,000 tested, 0.3% active | AID 623877;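 active = fluorescence-ratio B-score plate-corrected deviation score at least 3 library SD below zero, with starting fluorescence score within 5 deviations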;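 also: channel opened by trigger with iodide after compound preincubation; score built on the fluorescence ratio of max minus min over baseline; more negative score means more quench and so TMEM16A activation or potentiation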
KCNQ1 act = human KCNQ1 channel potentiation or activation; 310,000 tested, 0.35% active; B-score at 10 µM; CHO-K1 KCNQ1, thallium flux FluxOR fluorescence; stronger effect = higher value;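 active = fluorescence ratio B-score, a plate-corrected score, at least three library SD, with initial intensity B-score within 5 SD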
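System: Stable KCNQ1 CHO-K1 line | Incubation: 90 min dye loading and 20 min compound exposure, both at room temperature | Measure: Ratio B score | Medium: Assay buffer for compound exposure, DMSO matched across wells | Compound dosing: Single-concentration screen | Probe or stimulus: K+/Tl+ depolarizing stimulus | Measured by: Kinetic FluxOR fluorescence, 10 s baseline plus 110 s post-stimulus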
RGS4 inh = human RGS4 inhibition; P49798; HEK293 M3R/RGS4 inducible, Fluo-4 calcium flux; stronger effect = higher value; triggered by carbachol at its EC20; B-score at 10 µM; 310,000 tested, 0.45% active;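 active = B-score, a plate-corrected calcium signal, over three deviations above library mean, with baseline fluorescence within five deviations of library mean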;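 also: RGS4 expression induced by doxycycline in cells with stable M3 receptor; B-score is computed from the integrated fluorescence ratio over baseline after carbachol; higher B-score means a larger calcium signal and so more RGS4 inhibition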
Target sequence (P49798 whole entry, looked up): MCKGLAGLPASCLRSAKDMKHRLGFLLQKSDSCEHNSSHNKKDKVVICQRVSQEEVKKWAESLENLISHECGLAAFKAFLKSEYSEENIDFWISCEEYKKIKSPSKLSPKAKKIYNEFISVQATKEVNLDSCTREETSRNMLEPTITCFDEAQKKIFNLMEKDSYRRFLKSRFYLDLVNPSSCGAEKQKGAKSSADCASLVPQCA
KCNQ1 block = inhibitors of human KCNQ1 potassium channel; P51787; CHO-K1 KCNQ1, FluxOR thallium flux fluorescence; stronger effect = higher value; B-score at 10 µM; 310,000 tested, 1.3% active;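 active = compounds whose thallium flux B-score, printed positive for inhibition, exceeds three library SD while starting fluorescence stays within three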;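 also: channel opened by potassium depolarization with thallium stimulus after 20 min compound exposure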
hERG protect = hERG (human) protection from proarrhythmic block; Q12809; AID 1511; CHO-hERG, FluxOR thallium flux, dofetilide IC70 present; activation (rescue from dofetilide block), less the hit threshold, % at 10 µM; 310,000 tested, 0.51% active;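 active = activation above the mean of controls blocked by dofetilide plus 5 SD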;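 also: thallium influx through hERG after potassium depolarization seen as dye fluorescence rise; in these data hits start at about 4.7%; inactives centre near -7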
KCNK3 block = human KCNK3 channel inhibition, primary screen; O14649; CHO-KCNK3 thallium flux, FluxOR fluorescence; stronger effect = lower value; B-score at 10 µM; 340,000 tested, 0.84% active;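 active = B-score under library mean minus 4 SD, starting fluorescence ratio at most library mean plus 5 SD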;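 also: more negative B-score means stronger inhibition of thallium flux through KCNK3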
Target sequence (O14649 whole entry, looked up): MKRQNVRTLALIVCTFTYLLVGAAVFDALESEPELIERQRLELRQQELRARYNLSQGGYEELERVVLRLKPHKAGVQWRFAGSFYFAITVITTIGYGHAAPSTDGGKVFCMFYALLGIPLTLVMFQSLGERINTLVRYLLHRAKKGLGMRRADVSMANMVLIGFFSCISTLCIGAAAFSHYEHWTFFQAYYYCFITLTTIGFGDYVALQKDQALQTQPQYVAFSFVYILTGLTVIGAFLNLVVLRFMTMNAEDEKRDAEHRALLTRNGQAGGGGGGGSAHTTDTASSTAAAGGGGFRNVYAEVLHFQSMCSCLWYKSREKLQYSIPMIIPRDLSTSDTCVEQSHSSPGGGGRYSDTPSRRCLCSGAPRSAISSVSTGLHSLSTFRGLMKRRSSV
ANO1 block = inhibitors of mouse TMEM16A calcium-activated chloride channel; HEK293 TMEM16A/YFP iodide influx fluorescence, ionomycin; normalized B-score (activity score, 25-100; higher = stronger inhibition) at 10 µM; 310,000 tested, 1.2% active;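 active = ratio plate-corrected score three or more library SD toward inhibition, starting fluorescence score within five deviations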;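 also: score derived from kinetic fluorescence span divided by baseline fluorescence per well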
Numbers without * were called inactive.

For Cc1onc(-c2ccccc2Cl)c1C(=O)Nc1ccc2c(c1)OCO2 the results were KCNK9 inh inactive, SKKanGAS inh 3, HDAC3 inhib -1, RGS4 act inactive, TMEM16A act inactive, KCNQ1 act inactive, RGS4 inh inactive, KCNQ1 block inactive, hERG protect -3, KCNK3 block inactive and ANO1 block inactive.
`O=C(NC(=S)Nc1cccc([N+](=O)[O-])c1)C1CCCC1` gave KCNK9 inh inactive, SKKanGAS inh 1, HDAC3 inhib 4, RGS4 act inactive, TMEM16A act inactive, KCNQ1 act inactive, RGS4 inh inactive, KCNQ1 block inactive, hERG protect -2, KCNK3 block inactive and ANO1 block inactive.
Screening Cc1ccc2sc(N3CCN(C(=O)C4=COCCO4)CC3)nc2c1C returned KCNK9 inh inactive, SKKanGAS inh -7, HDAC3 inhib 4, RGS4 act inactive, TMEM16A act inactive, KCNQ1 act inactive, RGS4 inh inactive, KCNQ1 block inactive, hERG protect -22, KCNK3 block inactive and ANO1 block inactive.
For Nc1ccc(-c2nc3ncccc3o2)c(Cl)c1 the results were KCNK9 inh inactive, SKKanGAS inh -11, HDAC3 inhib -5, RGS4 act inactive, TMEM16A act inactive, KCNQ1 act inactive, RGS4 inh inactive, KCNQ1 block inactive, hERG protect -6, KCNK3 block inactive and ANO1 block inactive.
Screening Cc1cc(NC(=O)Nc2cccc(C)c2C)no1 returned KCNK9 inh inactive, SKKanGAS inh -5, HDAC3 inhib -9, RGS4 act inactive, TMEM16A act inactive, KCNQ1 act inactive, RGS4 inh inactive, KCNQ1 block inactive, hERG protect -14, KCNK3 block inactive and ANO1 block inactive.
Screening COc1cccc(N=Cc2c(O)c3ccccc3oc2=O)c1 returned KCNK9 inh inactive, SKKanGAS inh 1, HDAC3 inhib -1, RGS4 act inactive, TMEM16A act inactive, KCNQ1 act inactive, RGS4 inh inactive, KCNQ1 block inactive, hERG protect -6, KCNK3 block inactive and ANO1 block inactive.
Screening COc1ccccc1N1CCN(C(=O)c2ccc([N+](=O)[O-])s2)CC1 returned KCNK9 inh inactive, SKKanGAS inh 9, HDAC3 inhib -4, RGS4 act inactive, TMEM16A act inactive, KCNQ1 act inactive, RGS4 inh inactive, KCNQ1 block inactive, hERG protect -9, KCNK3 block inactive and ANO1 block inactive.
Screening CC(=O)N1CCN(CC(=O)Nc2ccc(Cl)c(S(=O)(=O)N(C)C)c2)CC1 returned KCNK9 inh inactive, SKKanGAS inh -13, HDAC3 inhib -4, RGS4 act inactive, TMEM16A act inactive, KCNQ1 act inactive, RGS4 inh inactive, KCNQ1 block inactive, hERG protect -8, KCNK3 block inactive and ANO1 block inactive.
COc1ccc(CCNC(=S)NC(=O)c2cccc([N+](=O)[O-])c2)cc1OC was read as KCNK9 inh inactive, SKKanGAS inh 2, HDAC3 inhib -1, RGS4 act inactive, TMEM16A act inactive, KCNQ1 act inactive, RGS4 inh inactive, KCNQ1 block inactive, hERG protect -11, KCNK3 block inactive and ANO1 block inactive.
For CC1CCCN(C(=O)c2sc3cc([N+](=O)[O-])ccc3c2Cl)C1 (stereo not given) the results were KCNK9 inh inactive, SKKanGAS inh -6, RGS4 act inactive, TMEM16A act inactive, KCNQ1 act inactive, RGS4 inh inactive, KCNQ1 block inactive, hERG protect -5, KCNK3 block inactive and ANO1 block inactive.
`O=C(CN(C(=O)CCC(=O)Nc1ccccn1)c1ccc2c(c1)OCCO2)NCCc1ccccc1` gave KCNK9 inh inactive, SKKanGAS inh -4, HDAC3 inhib 0, RGS4 act inactive, TMEM16A act inactive, KCNQ1 act inactive, RGS4 inh inactive, KCNQ1 block inactive, hERG protect -8, KCNK3 block inactive and ANO1 block inactive.
For Cc1ccc(OCCCC(=O)Nc2nc3ccccc3[nH]2)cc1 the results were KCNK9 inh inactive, SKKanGAS inh 7, HDAC3 inhib -1, RGS4 act inactive, TMEM16A act inactive, KCNQ1 act inactive, RGS4 inh inactive, KCNQ1 block inactive, hERG protect -2, KCNK3 block inactive and ANO1 block inactive.
For Cc1cccc(Cn2c(N3CCCCC3C)nc3c2c(=O)[nH]c(=O)n3C)c1 (stereo not given) the results were KCNK9 inh inactive, SKKanGAS inh 3, HDAC3 inhib 14, RGS4 act inactive, TMEM16A act inactive, KCNQ1 act inactive, RGS4 inh inactive, KCNQ1 block inactive, hERG protect -13, KCNK3 block inactive and ANO1 block inactive.
Screening OCCCNc1ncnc2c1cnn2-c1ccc(Cl)cc1 returned KCNK9 inh inactive, SKKanGAS inh 3, HDAC3 inhib -6, RGS4 act inactive, TMEM16A act inactive, KCNQ1 act inactive, RGS4 inh inactive, KCNQ1 block inactive, hERG protect -9, KCNK3 block inactive and ANO1 block inactive.
`Cc1cnc(C(=O)OCc2csc(CC(=O)Nc3ccccc3C)n2)cn1` gave KCNK9 inh inactive, SKKanGAS inh 3, HDAC3 inhib 2, RGS4 act inactive, TMEM16A act inactive, KCNQ1 act inactive, RGS4 inh inactive, KCNQ1 block inactive, hERG protect -4, KCNK3 block inactive and ANO1 block inactive.
Screening Cc1ccc(NC(=O)Nc2cc(S(=O)(=O)N(C)C)ccc2C)cc1 returned KCNK9 inh inactive, SKKanGAS inh 8, HDAC3 inhib 4, RGS4 act inactive, TMEM16A act inactive, KCNQ1 act inactive, RGS4 inh inactive, KCNQ1 block inactive, hERG protect -1, KCNK3 block inactive and ANO1 block inactive.
`Cc1oc(-c2ccccc2Cl)nc1CN(Cc1ccccn1)C[C@@H]1CCC(=O)N1` gave KCNK9 inh inactive, SKKanGAS inh 3, RGS4 act inactive, TMEM16A act inactive, KCNQ1 act inactive, RGS4 inh inactive, KCNQ1 block inactive, hERG protect -8, KCNK3 block inactive and ANO1 block inactive.
For Nc1nonc1-n1nnc(C(=O)N/N=C/c2cccnc2)c1CSc1ccccc1 the results were KCNK9 inh inactive, SKKanGAS inh 7, HDAC3 inhib inconclusive, RGS4 act inactive, TMEM16A act inactive, KCNQ1 act inactive, RGS4 inh inactive, KCNQ1 block inactive, hERG protect -8, KCNK3 block inactive and ANO1 block inactive.
For CCOC(=O)c1c(CN2CCOCC2)oc2ccc(OC(C)=O)cc12 the results were KCNK9 inh inactive, SKKanGAS inh -1, HDAC3 inhib 2, RGS4 act inactive, TMEM16A act inactive, KCNQ1 act inactive, RGS4 inh inactive, KCNQ1 block inactive, hERG protect -5, KCNK3 block inactive and ANO1 block inactive.
`CC(C)(C)c1cc(CCC(=O)NCc2cccnc2)cc(C(C)(C)C)c1O` gave KCNK9 inh inactive, SKKanGAS inh 0, HDAC3 inhib -6, RGS4 act inactive, TMEM16A act inactive, KCNQ1 act inactive, RGS4 inh inactive, KCNQ1 block inactive, hERG protect -4, KCNK3 block inactive and ANO1 block inactive.
For COc1ccc(NS(=O)(=O)c2ccc(NC(=S)NC(=O)c3cccnc3)cc2)nn1 the results were KCNK9 inh inactive, SKKanGAS inh -3, HDAC3 inhib 6, RGS4 act inactive, TMEM16A act inactive, KCNQ1 act inactive, RGS4 inh inactive, KCNQ1 block inactive, hERG protect -8, KCNK3 block inactive and ANO1 block inactive.
`Cc1cc(C)c(-c2csc(NC(=O)C3=COCCO3)n2)c(C)c1` gave KCNK9 inh inactive, SKKanGAS inh 1, HDAC3 inhib 6, RGS4 act inactive, TMEM16A act inactive, KCNQ1 act inactive, RGS4 inh inactive, KCNQ1 block inactive, hERG protect -6, KCNK3 block inactive and ANO1 block inactive.
CS(=O)(=O)c1ccc2nc(NC(=O)c3ccc(NS(=O)(=O)c4ccc(F)c(F)c4)cc3)sc2c1 was read as KCNK9 inh inactive, SKKanGAS inh 85*, HDAC3 inhib -32, RGS4 act inactive, TMEM16A act inactive, KCNQ1 act inactive, RGS4 inh inactive, KCNQ1 block inactive, hERG protect -5, KCNK3 block inactive and ANO1 block inactive.
Screening Cc1c(Cl)cccc1NC(=O)CCN1CCOCC1 returned KCNK9 inh inactive, SKKanGAS inh 3, HDAC3 inhib 4, RGS4 act inactive, TMEM16A act inactive, KCNQ1 act inactive, RGS4 inh inactive, KCNQ1 block inactive, hERG protect -8, KCNK3 block inactive and ANO1 block inactive.
For O=C(Oc1ccccc1N1C(=O)C2CCCCC2C1=O)c1ccc(Cl)cc1 (stereo not given) the results were KCNK9 inh inactive, SKKanGAS inh 4, HDAC3 inhib 2, RGS4 act inactive, TMEM16A act inactive, KCNQ1 act inactive, RGS4 inh inactive, KCNQ1 block inactive, hERG protect -8, KCNK3 block inactive and ANO1 block inactive.
NCC(c1ccco1)c1c[nH]c2ccccc12 (stereo not given) was read as KCNK9 inh inactive, SKKanGAS inh 7, HDAC3 inhib -1, RGS4 act inactive, TMEM16A act inactive, KCNQ1 act inactive, RGS4 inh inactive, KCNQ1 block inactive, hERG protect -5, KCNK3 block inactive and ANO1 block inactive.
COc1cc(C2Nn3c(nnc3-c3ccccc3OC)S2)ccc1O (stereo not given) was read as KCNK9 inh inactive, SKKanGAS inh 6, HDAC3 inhib 8, RGS4 act inactive, TMEM16A act inactive, KCNQ1 act inactive, RGS4 inh inactive, KCNQ1 block inactive, hERG protect 2, KCNK3 block inactive and ANO1 block inactive.
`COc1cc2c(CCNC(C)=O)c[nH]c2cc1O` gave KCNK9 inh inactive, SKKanGAS inh -1, HDAC3 inhib -13, RGS4 act inactive, TMEM16A act inactive, KCNQ1 act inactive, RGS4 inh inactive, KCNQ1 block inactive, hERG protect -6, KCNK3 block inactive and ANO1 block inactive.
`Cc1cccc(C)c1OCC(=O)Nc1ccc(S(=O)(=O)Nc2ccccn2)cc1` gave KCNK9 inh inactive, SKKanGAS inh 2, HDAC3 inhib 1, RGS4 act inactive, TMEM16A act inactive, KCNQ1 act inactive, RGS4 inh inactive, KCNQ1 block inactive, hERG protect -11, KCNK3 block inactive and ANO1 block inactive.
`COc1ccccc1NC(=O)COC(=O)CNC(=O)c1ccc(OC)c(OC)c1` gave KCNK9 inh inactive, SKKanGAS inh -5, HDAC3 inhib 1, RGS4 act inactive, TMEM16A act inactive, KCNQ1 act inactive, RGS4 inh inactive, KCNQ1 block inactive, hERG protect -14, KCNK3 block inactive and ANO1 block inactive.
